High-throughput results: PubChem BioAssay, National Center for Advancing Translational Sciences (NCATS)
D1 agonist: agonists of human D1 dopamine receptor; activation, % at 2 µM; AID 504660; HEK293 T-REx D1 cells, calcium flux, agonist mode; 360,000 tested, 1% active; in the data active = activation above about 30%; also: 0% is about no effect
Target sequence (P21728 whole entry, looked up): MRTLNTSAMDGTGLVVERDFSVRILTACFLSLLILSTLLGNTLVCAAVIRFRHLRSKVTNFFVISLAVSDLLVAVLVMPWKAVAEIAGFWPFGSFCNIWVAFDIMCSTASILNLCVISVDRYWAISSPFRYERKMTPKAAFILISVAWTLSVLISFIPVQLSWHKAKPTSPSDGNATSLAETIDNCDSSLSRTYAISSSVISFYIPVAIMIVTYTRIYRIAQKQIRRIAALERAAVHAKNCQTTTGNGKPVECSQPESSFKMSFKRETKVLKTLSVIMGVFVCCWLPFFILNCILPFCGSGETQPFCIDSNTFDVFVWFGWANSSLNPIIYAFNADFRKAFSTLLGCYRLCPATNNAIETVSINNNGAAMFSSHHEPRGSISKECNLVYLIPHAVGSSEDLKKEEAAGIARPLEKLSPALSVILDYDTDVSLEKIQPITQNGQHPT
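Inducible HEK293 T-REx D1 cells, force-coupled to calcium signalling, were plated at 4000 cells/well with tetracycline and held overnight at 30 C. After no-wash calcium dye loading, compound-evoked calcium rise over 180 s flagged agonists.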
LDHA block: blocks human lactate dehydrogenase A; P00338; purified LDHA, NADH/diaphorase-resazurin fluorescence; hits give low values; activity change, % (values are at about 110 or 230 µM); 480,000 tested, 0.15% active; AID 1347041; in the data active = activity change below about -30%; inconclusive = mostly about -25% to -30%;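 also: plate controls were DMSO wells for no effect and wells without enzyme for full effect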
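LDH5 2 nM; NADH 0.06 mM, pyruvate 0.2 mM; 200 mM Tris pH 7.4, EDTA, Tween-20; 5 min RT. Detection: diaphorase 0.133 mg/mL + resazurin 37 µM, fluorescence ex540/em590 at 0 and 20 min; normalized to enzyme-free and DMSO wells.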
RXFP1 agonist: activates the human relaxin receptor RXFP1. 370,000 tested, 0.3% active. HEK293T-RXFP1 cAMP TR-FRET, 30 min; response scale: percent of porcine relaxin response, buffer zero. Q9HBX9. Potency, µM (titrated, usually from 57.5 µM), inactives show at the top dose activation, actives largely listed as activators. AID 2676; also: potency is read from the fitted curve at half-maximal effect; % is scaled to controls: 0 for no effect and ±100 for the full control effect; nearly all actives have a fitted effect of over 60% in size; many of its hits are not listed in these tables
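HEK293 cells stably expressing RXFP1, treated 30 min at 37C with compounds plus PDE4 inhibitor Ro 20174; cAMP measured by HTRF TR-FRET. Normalized to buffer and 29 nM porcine relaxin; EC50 by Hill fit.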
GRP78 ERSR act: induces the endoplasmic reticulum stress response in human glioma cells; U87-MG GRP78 promoter luciferase reporter, 16 h; Potency, µM, without a hit: at the top dose activation, most hits filed as activators; 420,000 tested, 0.02% active; also: potency is read from the fitted curve at half-maximal effect; series mostly up to about 76 µM; % of control where 0% means no effect; nearly all actives have a fitted effect of over 35% in size
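ERSR induction read as luciferase luminescence (Bright-Glo, 10 min at room temperature) in stably transfected human U87-MG glioma cells exposed to compounds for 16 h, using GRP78 as sensor.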
D1 PAM: potentiators of human D1 dopamine receptor; potentiation, % at 10 µM; AID 504651; 360,000 tested, 0.036% active; HEK293 TREx D1 cells, calcium flux, dopamine EC20 potentiation; in the data active = potentiation above about 30%; also: 0% is about no effect
Vif-A3G inh: inhibitors of Vif-APOBEC3G interaction; Q9HC16; HeLa A3G-eYFP + Vif (tagged APOBEC3G with the HIV-1 protein that degrades it), YFP fluorescence, overnight; Potency, µM (series often up to 46.1 µM), for inactives: top-dose activity, negative = active, hits mostly inhibitors; 410,000 tested, 0.076% active; AID 602310;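 also: potency is read from the fitted curve at half-maximal effect; % is scaled to controls: 0 for no effect and ±100 for the full control effect; nearly all actives have a fitted effect of over 60% in size; hits raise eYFP signal because A3G escapes Vif-driven loss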
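HeLa cells stably expressing Vif and C-terminally eYFP-tagged A3G, seeded overnight at 37 deg C, then exposed to compound by pintool overnight at 37 deg C. Rise in yellow fluorescence (Ex 488/Em 500-530, Acumen) marks blocked Vif-driven A3G degradation.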
Vif-APOBEC3F blk: inhibitors of Vif-A3F interaction; HeLa A3F-eYFP + Vif (tagged APOBEC3F with the HIV-1 protein that degrades it), YFP fluorescence increase; Potency, µM (series often up to 46.1 µM), for the others: at the highest dose activity, negative = active; 390,000 tested, 0.2% active; also: potency is read from the fitted curve at half-maximal effect; % of control where 0% means no effect; nearly all actives have a fitted effect of over 65% in size
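Fluorescence increase (Ex 488/Em 500-530) after overnight compound treatment at 37 deg C flags inhibition of Vif-driven A3F-eYFP loss in stable HeLa A3F-eYFP/Vif cells seeded overnight beforehand.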
D2 PAM: positively modulates the human D2 dopamine receptor allosterically; potentiation, % at 10 µM; HEK293 T-REx D2, calcium flux, EC20 dopamine potentiation; P14416; 340,000 tested, 0.34% active;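 active = potentiation over 3 SD above the plate norm, cut at about 30% in these data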; also: 0% is about no effect
Target sequence (P14416 whole entry, looked up): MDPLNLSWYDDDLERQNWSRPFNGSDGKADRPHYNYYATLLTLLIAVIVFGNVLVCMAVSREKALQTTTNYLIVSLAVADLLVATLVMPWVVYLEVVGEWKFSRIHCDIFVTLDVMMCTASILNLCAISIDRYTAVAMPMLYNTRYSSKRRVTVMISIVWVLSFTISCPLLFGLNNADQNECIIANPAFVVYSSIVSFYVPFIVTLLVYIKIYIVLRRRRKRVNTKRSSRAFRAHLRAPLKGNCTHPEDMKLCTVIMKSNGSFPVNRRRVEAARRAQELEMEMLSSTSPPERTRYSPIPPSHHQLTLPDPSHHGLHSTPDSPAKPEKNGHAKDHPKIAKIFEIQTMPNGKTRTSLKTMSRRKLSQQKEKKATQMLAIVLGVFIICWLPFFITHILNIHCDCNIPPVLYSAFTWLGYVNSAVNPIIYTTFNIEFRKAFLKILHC
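Potentiation of an EC20 dopamine calcium response is measured in a force-coupled, tetracycline-inducible Hek293 Trex D2 line. Compound-only kinetic reads over 180 s flag agonists before dopamine addition.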
D1 antag: antagonists of human D1 dopamine receptor; HEK293 TREx D1 cells, calcium flux, dopamine EC80; hits give low values; activity change, negative = inhibition, % at 10 µM; 360,000 tested, 3.2% active; AID 504652; in the data active = activity change below about -30%; also: % is scaled to controls: 0 for no effect and ±100 for the full control effect
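Compound effects on dopamine-evoked calcium signalling were measured in tetracycline-induced HEK293 Trex D1 cells. Dopamine at EC80 followed a 180 s compound pre-read, and fluorescence was tracked kinetically for 180 s more.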
Starred values were filed as active, the others as inactive. Unless noted, calls follow the shape of the dose curve; as a rule, active = well fitted curve in the direction sought with a large enough effect; inconclusive = small, poorly fitted or top-dose-only effect, or another doubt; inactive = no such curve, though single readings can be large; an effect the other way counts as inactive or inconclusive. An excerpt; the hit share may differ from the screen's.

Screening CC(C)(C)C(=O)NN=C1CCC(c2ccccc2)CC1 (centres undefined) returned D1 agonist 6, LDHA block 3, RXFP1 agonist 1.6%, GRP78 ERSR act 2%, D1 PAM -2, Vif-A3G inh 2%, Vif-APOBEC3F blk -1%, D2 PAM 2 and D1 antag -33*.
`Cc1ccc(CNC(=O)CSc2nnnn2C)cc1` gave D1 agonist 3, LDHA block 0, RXFP1 agonist -1.7%, GRP78 ERSR act 1%, D1 PAM 2, Vif-A3G inh 0%, Vif-APOBEC3F blk -2%, D2 PAM 5 and D1 antag -10.
Screening COc1ccccc1NC(=O)C1CCN(S(C)(=O)=O)CC1 returned D1 agonist 1, LDHA block -11, RXFP1 agonist 0.1%, GRP78 ERSR act -4%, D1 PAM 0, Vif-A3G inh -1%, Vif-APOBEC3F blk 0% and D1 antag 0.
CC(Oc1ccc2c(-c3ccccc3)cc(=O)oc2c1)C(=O)NC(Cc1c[nH]c2ccccc12)C(=O)O (centres undefined) was read as LDHA block 1, GRP78 ERSR act -2%, Vif-A3G inh -1% and Vif-APOBEC3F blk -3%.
COC(=O)c1cc(=O)nc2sc(-c3ccc(F)cc3)nn12 was read as D1 agonist 0, LDHA block -1, RXFP1 agonist 2.3%, GRP78 ERSR act -4%, D1 PAM -1, Vif-A3G inh 0%, Vif-APOBEC3F blk 2%, D2 PAM -7 and D1 antag -7.
Screening COc1cc(S(=O)(=O)Nc2cc(C)cc(C)c2)ccc1F returned D1 agonist 5, LDHA block 1, RXFP1 agonist -0.9%, GRP78 ERSR act 0%, D1 PAM -5, Vif-A3G inh inconclusive, Vif-APOBEC3F blk -3%, D2 PAM -16 and D1 antag 13.
`COc1cc(C)cc(CN2CCC(Cc3ccccc3)CC2)c1O` gave D1 agonist 7, LDHA block 0, RXFP1 agonist 1.7%, GRP78 ERSR act -4%, D1 PAM -10, Vif-A3G inh -2%, Vif-APOBEC3F blk 1%, D2 PAM -14 and D1 antag -11.
`COC(=O)C(Cc1ccccc1)NC(=O)CNC(=O)c1sc2ccccc2c1Cl` (centres undefined) gave D1 agonist 5, LDHA block -8, RXFP1 agonist 1.3%, GRP78 ERSR act -1%, D1 PAM -8, Vif-A3G inh 4%, Vif-APOBEC3F blk 4%, D2 PAM 5 and D1 antag -10.
COc1ccc(Cl)cc1NC(=O)CN1C(=O)C(=O)N(C2CCCC2)C1=O was read as LDHA block -4, GRP78 ERSR act -3%, Vif-A3G inh 1% and Vif-APOBEC3F blk -2%.
`COc1cc(C(=O)NC(=S)N(CCC#N)Cc2cccnc2)cc(OC)c1OC` gave LDHA block -2, GRP78 ERSR act -4%, Vif-A3G inh -7% and Vif-APOBEC3F blk 8%.
COc1ccc(CCNC(=O)CCNC(=O)c2ccccc2Cl)cc1 was read as D1 agonist 4, LDHA block -5, RXFP1 agonist 0.5%, GRP78 ERSR act -1%, D1 PAM -2, Vif-A3G inh 0%, Vif-APOBEC3F blk -3%, D2 PAM 11 and D1 antag 4.
CNC(=O)c1cc(C(=O)c2ccc(C(F)(F)F)cc2)c[nH]1 was read as D1 agonist 2, LDHA block -9, RXFP1 agonist -0.7%, GRP78 ERSR act 5%, D1 PAM -2, Vif-A3G inh -7%, Vif-APOBEC3F blk 4%, D2 PAM -15 and D1 antag -16.
For CCN1CN(Cc2ccccc2)CNC1=S the results were D1 agonist 2, LDHA block 0, RXFP1 agonist -0.7%, GRP78 ERSR act -5%, D1 PAM -5, Vif-A3G inh 2%, Vif-APOBEC3F blk -17%, D2 PAM -8 and D1 antag 0.
COc1ccc(CCC(=O)Nc2ccc3c(c2)OCCO3)cc1 was read as D1 agonist 4, LDHA block 2, RXFP1 agonist -0.9%, GRP78 ERSR act -1%, D1 PAM -4, Vif-A3G inh -2%, Vif-APOBEC3F blk -5%, D2 PAM -5 and D1 antag -9.
For O=C(Nc1cccc(NC(=O)c2ccco2)c1)c1cnccn1 the results were D1 agonist -1, LDHA block -1, RXFP1 agonist -1.7%, GRP78 ERSR act -6%, D1 PAM 3, Vif-A3G inh -1%, Vif-APOBEC3F blk -7%, D2 PAM -3 and D1 antag 2.
`COc1ccc(CCNC(=O)c2ccc(OCC(=O)N3CCOCC3)c(OC)c2)cc1` gave D1 agonist -1, LDHA block -3, RXFP1 agonist 0.2%, GRP78 ERSR act -8%, D1 PAM -1, Vif-A3G inh 2%, Vif-APOBEC3F blk -19%, D2 PAM -4 and D1 antag 18.
Screening COc1ccc(CCn2c(-c3ccccc3)nc3c(c(=O)c4ccccc4n3C)c2=O)cc1 returned D1 agonist 1, RXFP1 agonist 6.0%, D1 PAM -8, D2 PAM 6 and D1 antag -8.
For CCOc1ccc(CCN2C(=O)c3cccnc3C2=O)cc1OCC the results were D1 agonist -1, LDHA block 4, RXFP1 agonist -0.2%, GRP78 ERSR act -3%, D1 PAM -8, Vif-A3G inh -4% and Vif-APOBEC3F blk 14%.
`CC(C)(C)c1cc(C(=S)N2CCCC2)cc(C(C)(C)C)c1O` gave D1 agonist 8, LDHA block -8, RXFP1 agonist 0.6%, GRP78 ERSR act -2%, D1 PAM 5, Vif-A3G inh -6%, Vif-APOBEC3F blk -4%, D2 PAM 8 and D1 antag 70.
Screening Cc1ccc(NC2(C#N)C(=O)Nc3ccccc32)cc1 (centres undefined) returned D1 agonist 0, LDHA block 6, RXFP1 agonist 0.2%, GRP78 ERSR act -1%, D1 PAM -8, Vif-A3G inh 1%, Vif-APOBEC3F blk -7%, D2 PAM -1 and D1 antag -4.
For O=C(c1ccccc1-c1ncc[nH]1)N1CCc2c([nH]c3ccccc23)C1c1ccccn1 (centres undefined) the results were D1 agonist 1, LDHA block -7, RXFP1 agonist -0.6%, GRP78 ERSR act -3%, D1 PAM 11, Vif-A3G inh -6%, Vif-APOBEC3F blk -5%, D2 PAM 16 and D1 antag 11.
CN(C)C(=O)N1CCN(c2nc(-c3ccccc3)cs2)CC1 was read as D1 agonist -1, LDHA block -5, RXFP1 agonist 2.8%, GRP78 ERSR act 3%, D1 PAM -8, Vif-A3G inh -3%, Vif-APOBEC3F blk 5%, D2 PAM 5 and D1 antag 11.
Screening Cc1cccc(OCCOCCSc2ncccn2)c1 returned D1 agonist 2, LDHA block -4, RXFP1 agonist -0.1%, GRP78 ERSR act 8%, D1 PAM -6, Vif-A3G inh -5%, Vif-APOBEC3F blk 0%, D2 PAM -1 and D1 antag -8.
For CC(=O)Nc1cccc(-c2csc(Nc3ccccn3)n2)c1 the results were LDHA block -5, RXFP1 agonist -0.3%, GRP78 ERSR act 0%, Vif-A3G inh -5% and Vif-APOBEC3F blk -1%.
Screening Cn1cc(C(=O)C(=O)N2CCN(c3ccccc3)CC2)c2ccccc21 returned D1 agonist 0, LDHA block -14, RXFP1 agonist 0.1%, GRP78 ERSR act -4%, D1 PAM -5, Vif-A3G inh 0%, Vif-APOBEC3F blk -20%, D2 PAM 2 and D1 antag -19.
Cc1ccc(CN2CCN(C(=O)C3CCCO3)CC2)cc1 (centres undefined) was read as D1 agonist 3, LDHA block -5, RXFP1 agonist 1.1%, GRP78 ERSR act -2%, D1 PAM -7, Vif-A3G inh 0%, Vif-APOBEC3F blk 0%, D2 PAM -8 and D1 antag 0.
O=c1c2ccccc2c2ccccc2c(=O)n1-c1ccccc1 was read as D1 agonist 3, LDHA block 3, RXFP1 agonist 2.3%, GRP78 ERSR act -3%, D1 PAM -5, Vif-A3G inh -13%, Vif-APOBEC3F blk -23%, D2 PAM -4 and D1 antag -13.
Screening COn1c(-c2ccccc2)nc2ncccc21 returned D1 agonist 0, LDHA block -13, RXFP1 agonist 3.6%, GRP78 ERSR act -2%, D1 PAM 2, Vif-A3G inh -1%, Vif-APOBEC3F blk 3%, D2 PAM -2 and D1 antag 4.
For Cc1ccc(C(C)(C)C)c(OCCOCCN2CCCC2)c1 the results were D1 agonist 17, LDHA block -12, RXFP1 agonist 1.2%, GRP78 ERSR act -5%, D1 PAM -13, Vif-A3G inh -1%, Vif-APOBEC3F blk -6%, D2 PAM -24 and D1 antag -16.
Screening CCSc1nnc(NC(=O)C(C)(C)C)s1 returned D1 agonist 3, LDHA block -4, RXFP1 agonist 0.2%, GRP78 ERSR act 1%, D1 PAM -2, Vif-A3G inh -1%, Vif-APOBEC3F blk -2%, D2 PAM 3 and D1 antag -7.
`COc1ccc(CCNC(=O)CSc2cn(CCNC(=O)c3ccc(OC)c(OC)c3)c3ccccc23)cc1OC` gave D1 agonist 0, LDHA block 3, RXFP1 agonist 2.7%, GRP78 ERSR act -4%, D1 PAM -5, Vif-A3G inh -2%, Vif-APOBEC3F blk -6%, D2 PAM -5 and D1 antag 2.
Screening S=C(Nc1ccccc1)N1CCCCC1 returned D1 agonist 2, LDHA block -4, RXFP1 agonist 2.6%, GRP78 ERSR act -1%, D1 PAM -5, Vif-A3G inh 1%, Vif-APOBEC3F blk -1%, D2 PAM -3 and D1 antag 11.
Screening O=C(NC1CCCC1)C1CCCN(C(=O)Nc2ccccc2)C1 (centres undefined) returned D1 agonist 1, LDHA block -11, RXFP1 agonist 4.7%, GRP78 ERSR act 0%, D1 PAM -8, Vif-A3G inh 3%, Vif-APOBEC3F blk 0%, D2 PAM 6 and D1 antag -3.

An excerpt from above in order of molecular weight, lowest first.
Screening S=C(Nc1ccccc1)N1CCCCC1 returned D1 agonist 2, LDHA block -4, RXFP1 agonist 2.6%, GRP78 ERSR act -1%, D1 PAM -5, Vif-A3G inh 1%, Vif-APOBEC3F blk -1%, D2 PAM -3 and D1 antag 11.
Screening CCSc1nnc(NC(=O)C(C)(C)C)s1 returned D1 agonist 3, LDHA block -4, RXFP1 agonist 0.2%, GRP78 ERSR act 1%, D1 PAM -2, Vif-A3G inh -1%, Vif-APOBEC3F blk -2%, D2 PAM 3 and D1 antag -7.
For CCOc1ccc(CCN2C(=O)c3cccnc3C2=O)cc1OCC the results were D1 agonist -1, LDHA block 4, RXFP1 agonist -0.2%, GRP78 ERSR act -3%, D1 PAM -8, Vif-A3G inh -4% and Vif-APOBEC3F blk 14%.
